Bioassay records from PubChem BioAssay.
hIAP act = increases human intestinal alkaline phosphatase activity | P09923 | purified human IAP, CDP-Star luminescence, 30 min; active compounds read high; 1 = vehicle-only enzyme, 0 = enzyme-free background | activation factor at 10 µM | hit rate 0.16% among 330,000 | AID 2524;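 active = activation factor of the enzyme at least 2-fold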; also: the source names both 10 and 20 µM as test concentration; values of inactives mirror those of a sister screen read the other way
TIM10 inh = TIM10 yeast growth inhibition. S. cerevisiae TIM10 strain growth, BacTiter-Glo luminescence, 24 h. inhibition, % at 10 µM. hit rate 1.4% among 330,000;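 active = inhibition of 40% or more at the single tested concentration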;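 also: wild-type TIM10 isogenic control strain grown at permissive 25 °C; 0% = DMSO yeast wells and 100% = minimal medium wells without yeast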
mIAP inh = blocks mouse intestinal alkaline phosphatase; hit rate 0.2% among 330,000; purified mouse IAP, CDP-Star luminescence, 30 min; inhibition, % at 10 µM;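 active = inhibition of at least 40% at 10 µM in the primary screen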;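 also: plate controls were DMSO with enzyme for no effect and no enzyme wells for full effect; values of inactives mirror those of a sister screen read the other way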
NLRP3 yeast inh = inhibitors of NALP3 inflammasome in yeast. AID 2825. inhibition, % at 10 µM. Yeast reconstituted NLRP3/ASC/caspase-1, beta-gal luminescence, 24 h. hit rate 0.39% among 330,000;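 active = inhibition of 50% or more; inactive = inhibition below 50%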;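 also: plate controls were induced DMSO wells for no effect and uninduced yeast grown without galactose for full effect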
tim10-1 inh = inhibits growth of tim10-1 mutant yeast | hit rate 2.2% among 330,000 | inhibition, % at 20 µM | S. cerevisiae tim10-1 ts strain growth, BacTiter-Glo, 24 h;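 active = inhibition of at least 40%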;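 also: mutant grown at 25 °C; 0% = DMSO wells with yeast and 100% = wells holding no yeast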
hIAP inh = blocks human intestinal alkaline phosphatase; hit rate 0.12% among 330,000; purified IAP, CDP-Star luminescence, 30 min; AID 2544; inhibition, % at 10 µM;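 active = inhibition reaching a set limit with compound at 10 µM in the primary screen, cut at about 35% in these data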;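 also: plate controls were DMSO wells with enzyme for no effect and no-enzyme buffer wells for full effect; values of inactives mirror those of a sister screen read the other way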
Apaf1 inhib = blocks human Apaf-1 apoptosome activity; O14727; reconstituted apoptosome caspase-3 activity, DEVD-Rh110 fluorescence; inhibition, % at 20 µM; hit rate 0.71% among 330,000; AID 489030; active = inhibition of at least 40% at 20 µM;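 also: plate controls were DMSO wells for no effect and DEVD-CHO caspase inhibitor wells for full effect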
Target sequence (O14727 whole entry, looked up): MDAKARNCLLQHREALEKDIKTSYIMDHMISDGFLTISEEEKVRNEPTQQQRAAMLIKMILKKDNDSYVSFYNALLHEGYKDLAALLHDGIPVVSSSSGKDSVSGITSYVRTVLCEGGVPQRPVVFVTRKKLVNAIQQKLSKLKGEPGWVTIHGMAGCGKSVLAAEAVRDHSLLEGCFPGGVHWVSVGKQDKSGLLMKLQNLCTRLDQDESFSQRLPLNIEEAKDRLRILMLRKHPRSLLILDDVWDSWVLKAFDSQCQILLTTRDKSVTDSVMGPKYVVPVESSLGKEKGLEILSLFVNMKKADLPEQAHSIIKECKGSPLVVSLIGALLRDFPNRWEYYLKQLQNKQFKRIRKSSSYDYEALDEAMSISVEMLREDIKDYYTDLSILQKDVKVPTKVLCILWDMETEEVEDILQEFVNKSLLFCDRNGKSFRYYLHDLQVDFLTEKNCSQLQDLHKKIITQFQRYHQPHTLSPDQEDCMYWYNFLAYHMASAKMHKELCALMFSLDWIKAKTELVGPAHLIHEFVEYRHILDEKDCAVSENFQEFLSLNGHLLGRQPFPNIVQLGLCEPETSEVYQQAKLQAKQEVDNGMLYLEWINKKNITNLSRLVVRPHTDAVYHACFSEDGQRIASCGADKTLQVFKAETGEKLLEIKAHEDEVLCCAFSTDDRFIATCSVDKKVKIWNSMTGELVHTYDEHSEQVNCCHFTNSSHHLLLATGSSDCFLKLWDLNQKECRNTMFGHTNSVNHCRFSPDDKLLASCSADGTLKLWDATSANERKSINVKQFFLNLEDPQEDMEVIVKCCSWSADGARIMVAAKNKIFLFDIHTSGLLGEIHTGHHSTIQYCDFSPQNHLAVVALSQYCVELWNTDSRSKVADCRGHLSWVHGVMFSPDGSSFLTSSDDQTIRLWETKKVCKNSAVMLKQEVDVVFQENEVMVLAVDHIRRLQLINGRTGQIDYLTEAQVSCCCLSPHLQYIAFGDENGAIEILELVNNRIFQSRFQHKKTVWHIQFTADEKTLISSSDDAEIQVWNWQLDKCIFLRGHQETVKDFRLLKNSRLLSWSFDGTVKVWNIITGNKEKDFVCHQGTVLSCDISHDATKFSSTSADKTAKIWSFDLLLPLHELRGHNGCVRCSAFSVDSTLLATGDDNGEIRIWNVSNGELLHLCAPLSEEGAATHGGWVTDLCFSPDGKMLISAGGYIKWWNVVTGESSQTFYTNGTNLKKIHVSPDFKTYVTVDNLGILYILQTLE
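Medium: Hepes buffer, pH 7.5 / System: biochemical Apaf-1 apoptosome reconstitution / Measured by: Rh110 fluorescence, excitation 480 nm, emission 540 nm / Times: compound with Apaf-1, dATP, procaspase-3 30 min, then 50 min reaction, room temperature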
mIAP activ = increases mouse intestinal alkaline phosphatase activity | muIAP, CDP-Star luminescence, 30 min; active compounds read high; 1 = vehicle-only enzyme signal, 0 = enzyme-free wells | activation factor at 10 µM | hit rate 0.24% among 330,000;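 active = activation factor of at least 2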; also: the source names both 10 and 20 µM as test concentration; values of inactives mirror those of a sister screen read the other way
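System: Mouse IAP enzyme | Also added: CDP-Star substrate | Dosing: Compounds dispensed in DMSO | Schedule: 30 min enzyme-substrate-compound incubation at room temperature | Technique: Chemiluminescence readout | Control set: DMSO-only wells and no-enzyme negative control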
ATG4B inhibitor = blocks human ATG4B protease cleavage of LC3 substrate; Q9Y4P1; ATG4B cleavage of LC3-PLA2, NBD-HPC fluorescence, 1 h; inhibition, % at 8.33 µM; hit rate 0.51% among 340,000; in the data active = inhibition above about 40%
Active calls of the source: *; . = not tested or not shown.

Start of the listing, in advance (five entries):
SMILES	hIAP act	TIM10 inh	mIAP inh	NLRP3 yeast inh	tim10-1 inh	hIAP inh	Apaf1 inhib	mIAP activ	ATG4B inhibitor
COc1ccc(CNC(=O)C2CCC(CNc3c(N4CCCCC4)c(=O)c3=O)CC2)cc1 (centres undefined)	1.1	-1	4	14	12	-6	-17	0.96	26
COc1ccc(N=C2S/C(=C\c3cc(C)n(C)c3C)C(=O)N2CC(C)C)cc1	0.81	13	11	17	7	19	7	0.89	3
COc1ccc(C2=NS(=O)(=O)N(C)C(C(=O)N3CCc4ccccc4C3)=C2)cc1OC	0.9	29	3	25	30	10	8	0.97	2
COc1ccc(NC(=O)CSc2nc3sc(C)cc3c(=O)n2C)c(OC)c1	0.95	-33	7	25	-22	5	12	0.93	-11
CCN(CC)CCCNC(=O)C1c2cc(OC)c(OC)cc2C(=O)N(C)C1c1cccs1 (centres undefined)	0.82	-2	-9	6	1	18	-1	1.1	3

The list itself (from the top)
SMILES	hIAP act	TIM10 inh	mIAP inh	NLRP3 yeast inh	tim10-1 inh	hIAP inh	Apaf1 inhib	mIAP activ	ATG4B inhibitor
COc1ccc(CNC(=O)C2CCC(CNc3c(N4CCCCC4)c(=O)c3=O)CC2)cc1 (centres undefined)	1.1	-1	4	14	12	-6	-17	0.96	26
COc1ccc(N=C2S/C(=C\c3cc(C)n(C)c3C)C(=O)N2CC(C)C)cc1	0.81	13	11	17	7	19	7	0.89	3
COc1ccc(C2=NS(=O)(=O)N(C)C(C(=O)N3CCc4ccccc4C3)=C2)cc1OC	0.9	29	3	25	30	10	8	0.97	2
COc1ccc(NC(=O)CSc2nc3sc(C)cc3c(=O)n2C)c(OC)c1	0.95	-33	7	25	-22	5	12	0.93	-11
CCN(CC)CCCNC(=O)C1c2cc(OC)c(OC)cc2C(=O)N(C)C1c1cccs1 (centres undefined)	0.82	-2	-9	6	1	18	-1	1.1	3
CSc1nnc(COc2ccc(C)cc2)n1N	1.3	6	7	-1	12	-30	-3	0.93	-14
O=C(N/C(=C/c1cccc(Br)c1)c1nc(=S)[nH][nH]1)c1ccccc1	1	25	24	30	31	0	-6	0.76	-9
COC(=O)[C@@H]1CC[C@H](C)[C@@H](c2ccc(C)cc2)N1C(=O)c1ccc(/C=N/OC[C@@H](O)COCc2ccco2)cc1	1	15	-2	5	28	0	26	1	.
Cc1cccc(CCNC(=O)CCS(=O)(=O)c2cc3c(cc2C)NC(=O)CO3)c1	0.91	-17	-5	13	7	9	6	1	5
O=C(CN1CCOCC1)Nc1ccc2c(c1)OCO2	1	1	2	1	6	-4	-11	0.97	-3
COc1cc2cc(CN(CCN3CCCC3)C(=O)Nc3ccc(F)cc3)c(=O)[nH]c2cc1OC	1.1	-8	2	-4	18	-8	8	0.97	6
CC(Cc1cccs1)NC(=O)c1cccc(Cl)c1 (centres undefined)	0.95	15	-2	-5	21	5	3	1	-4
CCn1c(SCC(=O)Nc2ncc(C(F)(F)F)cc2Cl)nnc1-c1cccc(C)c1	1.1	-20	9	14	12	-11	5	0.91	-9
CCOC(=O)c1sc(NC(=O)CSc2nccc(C)n2)c(C#N)c1C	1.1	-27	-7	16	22	-6	-10	1.1	-2
OCC[C@H]1C[C@H](O)[C@@H](O)[C@@]2(Cc3ccccc3O2)O1	0.92	-4	-4	21	-9	8	-8	1	5
O=S(=O)(Nc1ncn[nH]1)c1ccc2ccccc2c1	0.91	2	-4	9	10	9	-7	1	5
Cc1cc2ccccn2c1C(=O)Nc1ccc(Cl)cc1	0.97	7	-1	23	-5	3	-5	1	-1
O=C(O)C1Sc2[nH]c(=O)sc2C2c3cc(Cl)ccc3OC(=O)C12 (centres undefined)	1.1	32	23	4	26	-7	6	0.77	9
COc1ccc([C@@H]2CC=C(C(=O)O)[C@H](c3ccccc3F)N2S(=O)(=O)c2ccc(C)cc2)cc1OC	1	2	-10	19	-8	-3	5	1.1	2
O=C(Nc1ccccc1)OCCOc1cccc(Br)c1	1.2	12	0	20	25	-22	6	1	5
CC(C)NS(=O)(=O)c1ccc(CCC(=O)NCc2ccco2)cc1	0.99	9	12	12	2	1	-1	0.88	-14
O=C(Cn1c(-c2ccccc2)noc1=O)Nc1ccc(S(=O)(=O)N2CCOCC2)cc1	0.75	3	11	5	8	25	-6	0.89	-4
Cc1nn(-c2ccccc2Cl)c(Cl)c1/C=N/Nc1cccc(C(=O)O)c1	1.1	-4	-2	-12	16	-12	4	1	14
O=C1C2C3C=CC(C3)C2C(=O)N1CN(Cc1ccccc1)CN1C(=O)C2C3C=CC(C3)C2C1=O (centres undefined)	0.92	5	4	-2	22	8	-8	0.96	-1
O=C(O)CCc1ccc(S(=O)(=O)Nc2ccccc2N2CCCCC2)cc1	1.2	-9	1	21	1	-19	3	0.99	-12
SMILES	hIAP act	TIM10 inh	mIAP inh	NLRP3 yeast inh	tim10-1 inh	hIAP inh	Apaf1 inhib	mIAP activ	ATG4B inhibitor
Cn1c(=O)c(-c2ccccc2)nc2ccccc21	1.3	-9	-1	-11	16	-27	10	1	9
Cc1ccccc1CN(C)CCS(=O)(=O)c1cc(Cl)ccc1Cl	0.84	10	7	-14	26	16	14	0.93	5
COc1ccc(-n2c3c(cc(C(=O)N4CCN(CCO)CC4)c2=O)C(=O)CC(C)(C)C3)cc1	1.2	10	0	-7	10	-18	-21	1	0
Cc1ccc(N=Cc2nc(/C=C/c3cccc([N+](=O)[O-])c3)oc2O)cc1	1	-46	17	28	12	-2	1	0.83	-2
CC1CN(c2ccnc3cc(Cl)ccc23)CC(C)O1 (centres undefined)	1	-1	-6	-4	24	-2	9	1.1	-6
CC(=O)NC1N=C(C)N(c2ccccc2)C1=O (centres undefined)	1.3	8	-3	17	5	-31	70*	1	2
Cc1ccc(-n2nc3c4c(cccc4c2=O)-c2ccccc2-3)cc1	0.9	19	20	7	42*	10	16	0.8	7
Cc1cccc(N2CCN(c3ccc(N4C(=O)CCCC4=O)cc3[N+](=O)[O-])CC2)c1C	0.93	5	11	8	-3	7	6	0.89	-3
CCOc1ccc(NC2=NCCC(=O)N2Cc2cccs2)cc1	1	17	10	-66	8	0	7	0.9	-3
CCC(=O)OCC(=O)N=c1sccn1Cc1ccccc1Cl	0.94	2	8	5	15	6	10	0.92	3
CC(=O)Nc1ccc(NC(=O)COC(=O)c2ccc(C)s2)cc1	1.1	-15	5	7	17	-9	-3	0.95	-2
O=C(O)CCCCCN1C(=O)/C(=C\c2ccc(-c3ccc(Cl)cc3)o2)SC1=S	0.78	-5	33	10	-5	22	1	0.67	7
COCCNC(=O)C(c1ccc(F)cc1)N(C(=O)CCC(=O)Nc1nccs1)c1cccc(C)c1 (centres undefined)	1	-4	-9	-3	13	-4	-17	1.1	-5
COc1ccc(N(CC(=O)Nc2c(C)n(C)n(-c3ccccc3)c2=O)S(=O)(=O)c2ccc(C)cc2)cc1	1.1	10	3	11	-2	-13	-3	0.97	-3
O=C(CSc1nc2cc(Cl)ccc2s1)N1CCCc2ccccc21	0.93	-8	3	27	6	7	-1	0.97	12
COc1ccc(/C=N\NC(=O)c2ccccc2)cc1COc1ccccc1	1.1	23	2	8	11	-5	19	0.98	0
O=C(c1cccc(OC2CCN(C3CCCC3)CC2)c1)N1CCCCCCC1	1.2	-2	-20	4	-1	-25	-4	1.2	-2
O=C(O)CN(c1ccccc1[N+](=O)[O-])S(=O)(=O)c1ccccc1	1	-10	-2	15	-6	0	2	1	5
Cc1ccc(S(=O)(=O)N2CCOCC2)cc1NC(=O)CNCc1ccccn1	1.6	23	-17	2	3	-62	2	1.2	-1
O=[N+]([O-])c1cc([N+](=O)[O-])c(Oc2cccnc2Br)cc1NN1CCCCC1	0.84	6	4	7	23	16	3	0.96	6
C=CCc1ccc(OCC(O)COCC)c(OC)c1 (centres undefined)	1.1	3	5	4	9	-9	3	0.95	-7
CCN(CC)c1ncccc1C(=O)NCc1cccs1	1.1	-8	0	13	-14	-10	-13	0.99	-9
COc1cc(NC(=O)Nc2cccc(C(C)=O)c2)cc(OC)c1OC	0.99	10	-32	4	10	1	0	1.3	1
CCOC(=O)Cc1csc(NC(=O)c2ccc(F)cc2)n1	1.1	-7	1	33	-61	-9	-5	0.99	-14
COc1ccc(CSc2nnnn2Cc2ccccc2)cc1OC	0.9	-17	7	15	5	10	-6	0.93	-2
SMILES	hIAP act	TIM10 inh	mIAP inh	NLRP3 yeast inh	tim10-1 inh	hIAP inh	Apaf1 inhib	mIAP activ	ATG4B inhibitor
CC1=C(C(=O)Nc2ccccc2)C(c2ccncc2)C(C#N)=C(SCC(=O)NC(C)C)N1 (centres undefined)	1	6	12	1	5	-5	-4	0.89	-15
CCN1C(=O)Cc2cc(S(=O)(=O)N3CCOCC3)ccc21	0.93	7	2	2	15	7	-6	0.98	1
Cc1ccccc1NC(=S)Nn1cnnc1	0.92	-6	1	11	2	8	0	0.99	5
CCOC(=O)c1oc2ccccc2c1COC(=O)CNC(=O)c1ccccc1	1.2	5	4	14	9	-16	-9	0.96	-11
COc1cccc(C2CC(c3cccs3)=NN2C(=O)CSC2=NN3CCCC(=O)N=C3S2)c1OC (centres undefined)	0.89	14	-3	-2	25	11	26	1	0
C/C(=N\NC(=O)c1ccc([N+](=O)[O-])cc1Cl)c1ccccc1	0.91	12	-7	5	4	9	-4	1.1	-4

Record cards (already shown). Values in the order: hIAP act, TIM10 inh, mIAP inh, NLRP3 yeast inh, tim10-1 inh, hIAP inh, Apaf1 inhib, mIAP activ, ATG4B inhibitor
C/C(=N\NC(=O)c1ccc([N+](=O)[O-])cc1Cl)c1ccccc1 reads 0.91, 12, -7, 5, 4, 9, -4, 1.1, -4
CC1=C(C(=O)Nc2ccccc2)C(c2ccncc2)C(C#N)=C(SCC(=O)NC(C)C)N1 (centres undefined) reads 1, 6, 12, 1, 5, -5, -4, 0.89, -15

Shown with values under each structure: 4 of the compounds above
Values run as follows: hIAP act	TIM10 inh	mIAP inh	NLRP3 yeast inh	tim10-1 inh	hIAP inh	Apaf1 inhib	mIAP activ	ATG4B inhibitor
> CCN1C(=O)Cc2cc(S(=O)(=O)N3CCOCC3)ccc21
    0.93	7	2	2	15	7	-6	0.98	1
> Cc1ccccc1NC(=S)Nn1cnnc1
    0.92	-6	1	11	2	8	0	0.99	5
> CCOC(=O)c1oc2ccccc2c1COC(=O)CNC(=O)c1ccccc1
    1.2	5	4	14	9	-16	-9	0.96	-11
> COc1cccc(C2CC(c3cccs3)=NN2C(=O)CSC2=NN3CCCC(=O)N=C3S2)c1OC (centres undefined)
    0.89	14	-3	-2	25	11	26	1	0

Random draw from the library. About 4.5% of those tested had a hit in this group.
